# PPARg SRC-1 ag: agonists of human PPARgamma SRC-1 coactivator recruitment; P37231; PPARgamma-SRC-1 coactivator recruitment biochemical assay; activation, % at 8 µM; 200,000 tested, 0.41% active; in the data active = activation above about 19%;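 also: 0% = DMSO and 100% = reference agonist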
# Target sequence (P37231 whole entry, looked up): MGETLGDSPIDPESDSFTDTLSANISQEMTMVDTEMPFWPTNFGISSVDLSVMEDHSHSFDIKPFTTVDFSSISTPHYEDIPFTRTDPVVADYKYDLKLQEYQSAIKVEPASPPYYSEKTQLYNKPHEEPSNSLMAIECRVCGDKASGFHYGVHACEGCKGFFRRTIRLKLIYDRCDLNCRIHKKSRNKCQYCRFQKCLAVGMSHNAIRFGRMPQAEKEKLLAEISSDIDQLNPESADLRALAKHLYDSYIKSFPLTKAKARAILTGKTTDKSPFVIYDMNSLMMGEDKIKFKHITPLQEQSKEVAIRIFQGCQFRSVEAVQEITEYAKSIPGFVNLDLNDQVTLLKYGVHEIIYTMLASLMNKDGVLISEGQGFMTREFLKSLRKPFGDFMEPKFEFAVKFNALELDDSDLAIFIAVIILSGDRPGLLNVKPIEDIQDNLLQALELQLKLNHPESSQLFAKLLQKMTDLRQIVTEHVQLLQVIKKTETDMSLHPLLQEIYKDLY
# PPARg SRC3 recr: PPARgamma-driven SRC-3 recruitment agonism | P37231 | biochemical PPARgamma/SRC-3 coactivator recruitment assay | activation, % at 8 µM | 200,000 tested, 0.26% active | AID 731; in the data active = activation above about 23%;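 also: 0% = DMSO and 100% = reference agonist; some compounds past the cut are filed as inactive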
# SRC2 TRFRET art: TR-FRET artefact, counter-screen to PPARgamma/SRC-2 agonist assay; 200,000 tested, 0.4% active; hits give high values; TR-FRET ratio at 8 µM; in the data active = TR-FRET ratio above about 2000; also: inactives centre near 1500
# PPARg SRC-2 ag: PPARgamma-driven SRC-2 recruitment agonism; P37231; PPARgamma LBD-SRC-2 recruitment, biochemical; activation, % at 8 µM; 200,000 tested, 0.34% active; in the data active = activation above about 22%;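 also: 0% = vehicle and 100% = reference agonist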
# TNAP inh hi DEA: blocks human TNAP under high phosphate acceptor concentration. 200,000 tested, 0.03% active. inhibition, % at 20 µM. purified TNAP, CDP-star luminescence, 1 M DEA. P05186;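 active = over 50% inhibition of tissue-nonspecific alkaline phosphatase at 20 µM in the single-dose screen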;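 also: plate controls were DMSO wells for no effect and EDTA-quenched wells as full inhibition for full effect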
# Target sequence (P05186 whole entry, looked up): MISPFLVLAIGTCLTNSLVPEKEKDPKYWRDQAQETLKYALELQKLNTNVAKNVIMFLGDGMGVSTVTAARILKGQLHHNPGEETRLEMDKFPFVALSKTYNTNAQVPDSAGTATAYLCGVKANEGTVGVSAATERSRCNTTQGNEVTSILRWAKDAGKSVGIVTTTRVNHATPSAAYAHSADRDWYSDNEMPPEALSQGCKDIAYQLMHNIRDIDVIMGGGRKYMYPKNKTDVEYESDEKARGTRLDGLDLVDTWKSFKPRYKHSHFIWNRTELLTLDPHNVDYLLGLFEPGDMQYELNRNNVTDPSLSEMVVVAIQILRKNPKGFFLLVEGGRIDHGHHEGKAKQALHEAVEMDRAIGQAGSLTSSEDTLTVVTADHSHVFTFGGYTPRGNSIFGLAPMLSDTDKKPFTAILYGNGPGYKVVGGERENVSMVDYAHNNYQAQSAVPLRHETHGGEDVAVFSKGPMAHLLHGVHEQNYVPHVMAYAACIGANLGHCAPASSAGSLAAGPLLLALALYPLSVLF
# Efa HMGR inh: E. faecalis class II HMG-CoA reductase inhibition. AID 1066. purified E. faecalis HMGR, NADPH absorbance 340 nm kinetic. inhibition, % at 10 µM. 190,000 tested, 0.41% active;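 active = inhibition above a set limit, the median over all tested compounds plus 3 SD, cut at about 9.5% in these data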;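 also: enzyme runs in reverse so mevalonate oxidation gives rising NADPH absorbance; 0% = complete reaction with DMSO and 100% = background rate lacking mevalonate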
# TNAP inh noacc: TNAP (human) inhibition, acceptor-free conditions | purified TNAP, CDP-star luminescence, 30 min | inhibition, % at 20 µM | 200,000 tested, 0.26% active;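 active = tissue-nonspecific alkaline phosphatase inhibition above about 50% at 20 µM in the single-dose screen, limit read from the data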;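 also: 0% = DMSO negative control and 100% = EDTA positive control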
# bIAP activator: intestinal alkaline phosphatase (bovine) activation; activation factor at 20 µM; purified bovine IAP, CDP-star luminescence, 30 min; hits give high values; fold of DMSO-control signal, blank-subtracted; 200,000 tested, 0.17% active;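 active = activation factor of 2 or more at 20 µM, a signal rise over negative controls twice the positive control's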
# bIAP inh: blocks bovine intestinal alkaline phosphatase activity; purified bovine IAP, CDP-star luminescence, 30 min; inhibition, % at 20 µM; 190,000 tested, under 10 active;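 active = over 50% inhibition of intestinal alkaline phosphatase at 20 µM in the single-dose screen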
#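 test system = bovine IAP enzyme | medium = DEA buffer 100 mM, pH 9.8, with MgCl2 1.0 mM, ZnCl2 0.02 mM | detection = luminescence | dosing = single compound dose of 20 µM, 2% DMSO final | incubation = 30 min reaction at room temperature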
# TNAP act hiacc: increases human TNAP activity under high phosphate acceptor concentration; P05186; purified TNAP, CDP-star luminescence, 1 M DEA, 30 min; hits give high values; 0 = EDTA background, 1 = DMSO-only activity; 200,000 tested, under 10 active; activation factor at 20 µM;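 active = activation factor at least 2 at 20 µM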
#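 system = human TNAP | amount = enzyme diluted 1/800 final | reagent = 100 µM CDP-star substrate | signal = luminescent substrate turnover signal | dosing = one dose, 20 µM | benchmarks = EDTA negative control, DMSO positive control | measure = activation factor | timing = 30 min reaction, room temperature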
# Numbers without * were called inactive; . = no result given.
# Value order: PPARg SRC-2 ag	Efa HMGR inh	bIAP activator	TNAP act hiacc	PPARg SRC3 recr	SRC2 TRFRET art	PPARg SRC-1 ag	TNAP inh noacc	bIAP inh	TNAP inh hi DEA
CCc1nc(Nc2ccccc2)c2oc3ccccc3c2n1
 : 0	3	0.9	1.1	-3	1666	-2	-9	15	-5
CCN(CC)C(=O)c1ccccc1NC(=O)CN1C(=O)c2ccccc2C1=O
 : -7	-1	1.1	1.1	-4	1587	-5	-8	-8	-5
CCCc1c(O)nc(SCC(=O)NCCc2ccc(OC)c(OC)c2)[nH]c1=O
 : -5	-1	1	1	0	1550	-9	-8	3	-1
O=C(CN1CCN(Cc2ccccc2)CC1)N1CCCc2c1c(=O)oc1ccc(O)cc21
 : 1	-2	0.9	1.1	-9	1377	4	-10	9	-6
CCn1c(SCC(=O)N2CCCC2)nnc1-c1ccc(N)cc1
 : 11	-3	1	1	13	1368	-2	-8	3	-3
CN(C)C(CNS(=O)(=O)c1ccc(Cl)cc1)c1cccnc1 (stereo not drawn)
 : -8	-6	0.9	1	-9	1432	-3	7	5	0
Cc1cc(N2CCN(C)CC2)nc2ccc(NC(=O)CCC(=O)NCCC(C)C)cc12
 : -9	0	1.1	0.9	-2	1448	-6	10	-11	6
CC(CCc1ccccc1)NC(=O)CCCCCNc1nc(=S)[nH]c2ccccc12 (stereo not drawn)
 : 4	-4	1	1	1	1648	9	-8	0	-4
COC(=O)c1cc(Br)c(=O)n(CCN(C(C)C)C(C)C)c1
 : 6	3	1	1	-13	1406	-3	-5	-4	-2
O=C(NCc1ccccc1)C1CCCN1S(=O)(=O)c1cccc2cccnc12 (stereo not drawn)
 : 4	-1	1	1	7	1495	-2	-9	3	0
CCC(C(=O)OC)n1c(-c2ccccc2)nc2ccccc2c1=O (stereo not drawn)
 : -4	12*	1	1.1	3	1592	3	-7	-3	-9
CCOc1ccc(C2C(C(=O)C3CC3)N3C=C(C#N)C=CC3C2(C#N)C#N)cc1 (stereo not drawn)
 : 0	3	0.9	1	10	1507	-3	-12	13	-2
COc1ccc(N2CCN(CC(=O)Nc3cc(C)on3)CC2)cc1
 : 3	2	1	1.1	-3	1494	8	-15	-4	-5
O=c1c(Cl)c(NCCO)ncn1-c1ccccc1
 : 2	1	1	1	0	1500	-1	-6	3	0
CC(=O)NC(NC(=S)Nc1ccccc1Br)C(Cl)(Cl)Cl (stereo not drawn)
 : -2	-3	0.9	1	-1	1510	0	-1	5	-4
O=C1CC(c2ccccc2)CC(O)=C1C=NCc1ccccc1Cl (stereo not drawn)
 : 3	0	0.9	1.1	8	1361	-4	-12	9	-6
CC1(C)CC(=O)c2cc(OCC(=O)NCCCN3CCN(c4ccc(F)cc4)CC3)ccc2O1
 : -2	2	1	1.1	-7	1479	2	-10	-1	-7
O=c1[nH]c(Cc2ccccc2Cl)nc2ccccc12
 : -3	-3	1.1	1	1	1470	3	-8	-5	-4
COc1ccc(C(C[N+](=O)[O-])C2(c3ccc(OC)c(OC)c3)C(=O)c3ccccc3C2=O)cc1 (stereo not drawn)
 : 7	-1	1	0.9	10	1644	8	0	-5	7
Cc1c[n+]([O-])n(-c2ccc(C(=O)O)cc2)n1
 : 7	3	0.9	1	-5	1589	6	-5	7	2

# More entries:
# Value order: PPARg SRC-2 ag	Efa HMGR inh	bIAP activator	TNAP act hiacc	PPARg SRC3 recr	SRC2 TRFRET art	PPARg SRC-1 ag	TNAP inh noacc	bIAP inh	TNAP inh hi DEA
Cc1cc(=O)oc2cc(OCc3nnc(-c4ccccc4Br)o3)ccc12
 : -7	1	0.9	1	4	1525	-8	0	10	-1
Cc1ccc(NC(=S)/N=C(\N)Nc2nc(C)c3cc(C)c(C)cc3n2)cc1C
 : -1	-7	1	1.1	3	1574	-7	-11	-4	-7
COC(=O)C(Cc1ccc(OC(=O)c2ccc(Cl)cc2)cc1)N1Cc2ccccc2C1=O (stereo not drawn)
 : 11	-5	1.1	1	4	1603	4	-4	-9	-2
CSc1nc(-c2ccco2)nn1S(=O)(=O)c1ccccc1
 : -4	-5	0.9	1	-11	1282	-5	0	9	1
O=C(Nc1cccc2ncccc12)C(Cl)(Cl)Cl
 : -4	1	1	1	1	1464	-4	-10	4	-3
CNC(=S)N/N=C/c1cc(C)ccc1C
 : 7	0	0.8	1	0	1485	14	-10	18	-2
COc1cc(NC(=O)CSc2nnc3c(C)cc4cc(C)cc(C)c4n23)c(C(=O)O)cc1OC
 : 6	-3	1.1	1	6	1610	8	-8	-8	-5
CCOc1cc(CNCCO)ccc1OCC(=O)NC(C)(C)C
 : 1	-8	1	1	4	1759	8	0	1	-1
O=C1C2C(c3ccccc3)=NN(c3ccccc3)C2C(=O)N1c1ccccc1 (stereo not drawn)
 : -5	5	0.9	1	-2	1569	-6	-14	13	-4
O=C1CCCN1c1ncc(S(=O)(=O)c2ccc([N+](=O)[O-])cc2)s1
 : 7	-2	1	1	5	1590	17	-8	-1	0
O=S(=O)(NCCc1ccncc1)c1ccc(Br)cc1
 : -1	1	0.8	1	-2	1560	2	-4	16	-2
COc1ccc(N(CC(=O)NCc2ccco2)S(C)(=O)=O)cc1
 : -5	0	1	1.1	1	1353	-1	-5	4	-10
O=C(CNC(=O)OCc1ccccc1)NCC(=O)N1CCCC1C(=O)OCc1ccccc1 (stereo not drawn)
 : 3	-5	1	1	-2	1595	-5	-1	2	0
Cc1cc(OCc2nc(-c3cccs3)no2)cc(C)c1Cl
 : -1	3	0.4	1	-2	1712	5	-15	.	-4
O=C(Nc1nnc(SCc2ccccc2)s1)c1cc2c(s1)CCCC2
 : -7	-1	0.6	1	1	1461	-6	-2	39	4
CN(C(=O)c1cnccn1)c1nnc(-c2cnccn2)s1
 : 6	-6	1	1	16	1683	6	-10	4	-4
O=C(c1ccccc1)c1cc(-c2ccccc2)on1
 : 3	-2	0.9	1	4	1553	8	-10	7	-2
Cc1ccc(OCC(=O)N2CCN(C3=NS(=O)(=O)c4ccccc43)CC2)cc1
 : 10	1	0.9	1	2	1635	2	-9	9	-4
COc1ccc(-c2nn(C)c3sc(C(=O)NCc4ccco4)cc23)cc1OC
 : 2	-10	3.5*	1	-1	1520	0	-12	-254	-4
O=C(Nc1ccc(Cl)cn1)c1cc(S(=O)(=O)N2CCCCC2)ccc1Cl
 : -1	-2	1.1	1	1	1334	4	-8	-8	-3

# An excerpt from above in order of number of heavy atoms, falling:
# Value order: PPARg SRC-2 ag	Efa HMGR inh	bIAP activator	TNAP act hiacc	PPARg SRC3 recr	SRC2 TRFRET art	PPARg SRC-1 ag	TNAP inh noacc	bIAP inh	TNAP inh hi DEA
Cc1cc(N2CCN(C)CC2)nc2ccc(NC(=O)CCC(=O)NCCC(C)C)cc12
 : -9	0	1.1	0.9	-2	1448	-6	10	-11	6
Cc1ccc(OCC(=O)N2CCN(C3=NS(=O)(=O)c4ccccc43)CC2)cc1
 : 10	1	0.9	1	2	1635	2	-9	9	-4
O=S(=O)(NCCc1ccncc1)c1ccc(Br)cc1
 : -1	1	0.8	1	-2	1560	2	-4	16	-2

# Next section
# Value order: PPARg SRC-2 ag	Efa HMGR inh	bIAP activator	TNAP act hiacc	PPARg SRC3 recr	SRC2 TRFRET art	PPARg SRC-1 ag	TNAP inh noacc	bIAP inh	TNAP inh hi DEA
O=c1[nH]c(SCc2cc(=O)n3ccccc3n2)nc2c1CCC2
 : 6	.	.	.	-2	1634	-4	.	.	.
Cc1ccc(C(=O)NCC(=O)OCC(=O)Nc2cc(C)c(C)cc2[N+](=O)[O-])cc1
 : -2	0	1	1	4	1549	-3	-7	4	-1
CCN1CCN(C(=O)CSc2cc(=O)n(CC)c3ccccc23)CC1
 : 44*	0	0.9	1	41*	2006*	23*	-16	11	0
O=C(Nc1nc(-c2ccccc2)cs1)c1cccc(S(=O)(=O)N2CCN(Cc3ccccc3)CC2)c1
 : 3	2	0.9	1	-4	1621	6	-9	8	-1
O=C(CS(=O)(=O)Cc1ccccc1)N1CCN(C(=O)c2ccco2)CC1
 : 3	3	0.8	1	-6	1670	12	-11	20	-4
Cc1cc(CN2C(=O)c3ccccc3C2=O)on1
 : 7	-4	0.9	1.1	11	1619	2	-17	8	-6
O=C(c1cccc(C(F)(F)F)c1)N1CCCC1
 : 6	1	0.9	1	4	1473	-3	-16	5	-4
c1ccc(C(c2nnnn2C2CCCC2)N2CCN(c3ccccc3)CC2)cc1 (stereo not drawn)
 : -2	8	0.9	1	11	1609	-5	-4	13	5
CCCCCCCCSc1n[nH]c(N)n1
 : -1	1	1.1	1	-1	1592	-2	-4	-6	-5
Nc1nc(SCC(=O)NNc2c(Cl)cc(Cl)cc2Cl)n[nH]1
 : -8	-3	0.8	1	-6	1463	5	-18	24	-1
CCCCN1C(=O)c2ccc(C(=O)Nc3cccc(C)c3C)cc2C1=O
 : 7	-2	0.5	1	-2	1578	5	-12	49	-3
O=C(Nc1cn(-c2ccccc2)nc1-c1ccc(F)cc1)c1ccccc1
 : -2	4	0.8	1	2	1530	0	-4	25	0
CCOC(=O)C(=NC(C)(C)C)NNc1cc(Cl)ccc1Cl
 : -4	-1	1	1	-4	1600	9	-6	4	0
COc1ccc(/C=N/NC2=NCCCCC2)cc1
 : 7	4	0.9	1	8	1603	4	-8	5	3
Cc1ccccc1Cn1nc(C)c(NC(=O)c2noc3c2CCCC3)c1C
 : 11	4	1.1	1	1	1672	1	-7	-7	-2
COc1ccc(N2C(=O)CC(Sc3nnc(-c4ccccc4F)n3C)C2=O)cc1 (stereo not drawn)
 : 14	-1	0.9	1	-2	1662	12	13	12	-5
CCN(C(=O)CN1CCN(C)CC1)c1cccc2ccccc12
 : 2	-4	1	0.9	0	1594	6	-4	1	5
CCCN(CCC)C(=O)c1cc2c(=O)[nH]c3ccc(C)cc3c2s1
 : 4	0	1.1	1	3	1432	2	-2	-6	2
COC(=O)/C(=C\Nc1ccc(Cl)c2ccccc12)c1ncc(C(F)(F)F)cc1Cl
 : -8	-7	0.9	1	8	1413	4	3	8	1
Cc1nc(NC(=O)c2cc3c(s2)CCCCC3)sc1C(=O)N(C)C
 : 5	-2	0.8	1.1	9	1501	1	-9	16	-6

# Next part
# Value order: PPARg SRC-2 ag	Efa HMGR inh	bIAP activator	TNAP act hiacc	PPARg SRC3 recr	SRC2 TRFRET art	PPARg SRC-1 ag	TNAP inh noacc	bIAP inh	TNAP inh hi DEA
Cc1ccccc1C1=NC(C(F)(F)F)(C(F)(F)F)c2c(n(C)c(=O)n(C)c2=O)N1
 : -2	0	0.9	1	1	1649	2	-8	10	-4
COc1ccc(OC)c(C2C3=C(CC(C)(C)CC3=O)Nc3nnnn32)c1 (stereo not drawn)
 : 4	-4	0.8	1.1	-8	1472	0	3	17	-6
Clc1nc(Cl)nc(N(c2ccccc2)c2ccccc2)n1
 : 0	-5	1	1.1	-2	1600	-6	-11	3	-5
O=C(CSc1nc2ccccc2o1)N1CCCC1
 : 6	-4	0.9	1.1	-1	1509	4	-12	6	-6
Cc1cccc(N2C(S)=C(C#N)C(=O)NC2c2ccco2)c1 (stereo not drawn)
 : 8	-2	1.2	1	5	1620	11	-3	-17	3
CC(C)c1ccc(NC(=O)CSc2ncccc2C(=O)Oc2cccc([N+](=O)[O-])c2)cc1
 : 4	-8	0.9	1	3	1489	3	-11	10	2
CCN(Cc1ccccc1)S(=O)(=O)c1cc(C(=O)NC(C)C2CC3CCC2C3)ccc1OC (stereo not drawn)
 : 3	0	0.9	1	10	1637	8	-22	12	-4
Oc1ccc(-c2n[nH]c(=S)n2-c2ccc3c(c2)OCCO3)cc1
 : -2	1	1	0.9	3	1510	-5	1	1	7
